TNAP act hi DEA – increases human TNAP activity under high phosphate acceptor concentration; P05186; purified TNAP, CDP-star luminescence, 1 M DEA, 30 min; active compounds read high; 0 = EDTA background, 1 = DMSO-only activity; AID 1136; 200,000 tested, under 10 active; activation factor at 20 µM;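 active = activation factor at least 2 at 20 µM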
Target sequence (P05186 whole entry, looked up): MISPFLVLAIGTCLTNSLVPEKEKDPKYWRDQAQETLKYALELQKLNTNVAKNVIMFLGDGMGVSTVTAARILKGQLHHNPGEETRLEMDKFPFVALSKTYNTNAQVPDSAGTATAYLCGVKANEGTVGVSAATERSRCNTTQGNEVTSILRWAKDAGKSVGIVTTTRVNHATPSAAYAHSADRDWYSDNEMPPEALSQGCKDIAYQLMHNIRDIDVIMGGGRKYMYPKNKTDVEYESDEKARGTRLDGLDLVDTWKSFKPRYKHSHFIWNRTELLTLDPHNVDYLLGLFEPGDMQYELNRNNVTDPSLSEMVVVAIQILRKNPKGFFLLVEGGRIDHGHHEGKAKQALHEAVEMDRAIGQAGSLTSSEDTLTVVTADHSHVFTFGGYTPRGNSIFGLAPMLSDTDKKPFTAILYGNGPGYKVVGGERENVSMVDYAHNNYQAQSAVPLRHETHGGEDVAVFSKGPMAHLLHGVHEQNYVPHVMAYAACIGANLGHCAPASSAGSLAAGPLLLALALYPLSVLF
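system = human TNAP | amount = enzyme diluted 1/800 final | reagent = 100 µM CDP-star substrate | signal = luminescent substrate turnover signal | dosing = one dose, 20 µM | benchmarks = EDTA negative control, DMSO positive control | measure = activation factor | timing = 30 min reaction, room temperature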
NF-kB neuron act – raises NF-kB expression in human neuronal cells; fold change at 12.5 µM; NF-kB reporter expression; active compounds read high; hit rate 1.6% among 190,000; in the data active = fold change above about 3.3
TNAP inh noacc – blocks human TNAP activity with no phosphate acceptor present; P05186; purified TNAP, CDP-star luminescence, 30 min; inhibition, % at 20 µM; hit rate 0.26% among 200,000; AID 1012;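 active = tissue-nonspecific alkaline phosphatase inhibition above about 50% at 20 µM in the single-dose screen, limit read from the data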;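 also: 0% = DMSO negative control and 100% = EDTA positive control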
bIAP act – increases bovine intestinal alkaline phosphatase activity | purified bovine IAP, CDP-star luminescence, 30 min; active compounds read high; fold of DMSO-control signal, blank-subtracted | activation factor at 20 µM | hit rate 0.17% among 200,000 | AID 1016;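 active = activation factor of 2 or more at 20 µM, a signal rise over negative controls twice the positive control's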
TNAP inh hi DEA – TNAP (human) inhibition, high acceptor. P05186. purified TNAP, CDP-star luminescence, 1 M DEA. inhibition, % at 20 µM. hit rate 0.03% among 200,000;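 active = over 50% inhibition of tissue-nonspecific alkaline phosphatase at 20 µM in the single-dose screen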;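 also: plate controls were DMSO wells for no effect and EDTA-quenched wells as full inhibition for full effect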
PMI activator – activators of human phosphomannose isomerase; P34949; purified human PMI, coupled resazurin fluorescence, 20 min; active compounds read high; 1 = vehicle control, 0 substrate-free wells; activation factor at 20 µM; hit rate 0.005% among 190,000;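 active = activation factor of 2 or more at 20 µM, relative to plate controls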
PMI act satM6P – increases human PMI activity with near-saturating mannose 6-phosphate; hit rate 0.34% among 190,000; AID 1216; P34949; coupled PMI enzyme assay, resazurin fluorescence, 20 min; active compounds read high; 1 = untreated enzyme, 0 = substrate-free blank; activation factor at 20 µM;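 active = activation factor of 2 or more at 20 µM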
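Test system: Human PMI in coupled enzyme assay | Input: 15 ng/mL PMI | Medium: HEPES-buffered pH 7.4 with magnesium and detergent | Compound: One concentration, 20 µM, in 1% DMSO | Incubation: Enzyme reaction with compound 20 min at room temperature | Detection: Diaphorase-driven resazurin-to-resorufin fluorescence, excitation 544, emission 590 nm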
APP 5'UTR act – activates APP 5'UTR luciferase reporter. SH-SY5Y APP 5'UTR luciferase reporter, luminescence; zero percent = DMSO vehicle wells. activation, % at 2 µM. hit rate 1% among 190,000;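 active = activation above a set limit, based on mean plus 3 SD of controls, cut at about 140% in these data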; also: values of inactives mirror those of a sister screen read the other way
FLuc act counter – affects firefly luciferase, flagging false hits in luciferase stimulation screens | ATPlite luciferase biochemical, luminescence, 10 min; 0 = ATP-free wells, 1 = DMSO control | activation factor at 10 µM | 200,000 tested, under 10 active;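 active = luciferase activation factor, scaled between plate controls, of at least 2 with compound at 10 µM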
Target sequence (P08659 whole entry, looked up): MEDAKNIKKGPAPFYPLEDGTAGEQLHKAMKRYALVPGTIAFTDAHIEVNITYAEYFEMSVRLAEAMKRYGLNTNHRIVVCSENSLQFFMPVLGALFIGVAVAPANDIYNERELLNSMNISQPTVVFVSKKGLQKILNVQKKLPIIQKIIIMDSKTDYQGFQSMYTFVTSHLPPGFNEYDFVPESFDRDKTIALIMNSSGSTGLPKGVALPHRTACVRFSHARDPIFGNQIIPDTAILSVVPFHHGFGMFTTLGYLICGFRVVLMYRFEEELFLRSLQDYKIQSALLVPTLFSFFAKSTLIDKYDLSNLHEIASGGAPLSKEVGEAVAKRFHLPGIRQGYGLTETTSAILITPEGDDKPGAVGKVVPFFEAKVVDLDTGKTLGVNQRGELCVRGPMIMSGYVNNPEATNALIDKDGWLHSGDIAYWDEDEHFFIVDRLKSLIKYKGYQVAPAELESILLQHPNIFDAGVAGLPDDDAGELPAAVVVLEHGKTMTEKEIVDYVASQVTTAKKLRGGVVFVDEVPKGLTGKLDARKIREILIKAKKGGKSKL
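Assay system: Luciferase/luciferin detection reagent, cell-free biochemical luciferase assay / Read-out: luciferase activation / Benchmarks: No-ATP low control, compound-free enzyme-plus-ATP high control / Medium: PBS buffer for ATP / Detection: luminescence measurement of luciferase light output / Schedule: 10 min at ambient temperature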
FLuc inhib CS – inhibits firefly luciferase, flagging false hits in luciferase inhibition screens; P08659; ATPLite firefly luciferase biochemical luminescence, 10 min; inhibition, % at 10 µM; hit rate 1.5% among 200,000; AID 1006;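 active = inhibition above about 50% when tested at 10 µM, limit read from the data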
An asterisk follows results filed as active; / = not tested or not shown. Random draw from the library (roughly 3.6% active in at least one column).

SMILES	TNAP act hi DEA	NF-kB neuron act	TNAP inh noacc	bIAP act	TNAP inh hi DEA	PMI activator	PMI act satM6P	APP 5'UTR act	FLuc act counter	FLuc inhib CS
O=C(Cn1cc([N+](=O)[O-])cn1)N1CCCc2ccccc21	1	0.76	-4	1	0	1.1	1	28	1	-2
Oc1ccc2n[nH]nc2c1	1	1.2	8	1	-4	0.9	0.9	12	1.1	-5
O=C(Nc1ccc(Cl)cn1)Nc1cccs1	1	1.6	-8	1	-3	1	1	26	0.9	5
Cc1ccc(S(=O)(=O)n2c([N+](=O)[O-])cnc2C)cc1C	1	1.3	-4	0.9	-4	1.2	1.2	18	1.1	-12
CCC1(C)Cc2ccccc2-c2[nH][nH]c(=O)c21 (stereo not drawn)	1	1.1	0	0.9	-4	0.9	1	-8	1.1	-8
Nc1nonc1NC(=O)NN=C1CCCCC1	1	0.99	-5	1	-3	1	0.9	10	1	-2
CCCC1CC(C)(c2csc(Nc3ccc(OCC)cc3)n2)OC1=O (stereo not drawn)	1	1.5	-12	0.9	-4	0.8	0.8	-9	1	-1
Cc1c(C(=O)O)sc(=S)n1-c1ccc(Cl)cc1	1.1	1.1	-8	1	-6	0.9	0.9	-1	1	-3
Cn1nnnc1SCC(=O)N1CCc2ccccc2C1	1.1	1.2	2	0.9	-9	1	1	13	1.1	-12
COc1ccccc1CNC(=O)C(C)NS(=O)(=O)c1ccc(C)cc1 (stereo not drawn)	1	0.97	-7	0.9	-3	1	1.1	12	1.1	-8
CCCCCCc1nc2ccccc2c(=O)n1NC(=O)c1c(O)c2cccc3c2n(c1=O)CCC3	1.1	1.1	10	1	-6	1.1	1.1	10	1.1	-8
Cc1c(C(=O)Oc2ccc(F)cc2)sc2ncn(Cc3cccc(F)c3)c(=O)c12	1	0.97	0	0.9	-5	1.1	1	8	1	-4
COc1ccc(C(c2nnnn2C2CCCCC2)N2CCN(c3ccccc3F)CC2)cc1 (stereo not drawn)	1.1	0.9	-8	1.2	-6	0.9	0.9	3	1	0
O=C(/C=C/Nc1ccc(Br)cc1F)c1ccccc1	1	1.3	-6	0.9	-2	1	1	140*	0	96*
COc1ccc(NC(=O)c2ccc(S(=O)(=O)C(F)F)cc2)c(OC)c1	1	1.1	9	1	-2	1.1	1.1	0	1	-1
O=C1Nc2ccc([N+](=O)[O-])cc2OC1CCN1CCCC1 (stereo not drawn)	0.9	1.1	4	0.9	9	0.8	0.8	19	1	-1
CCCc1cc(C(=O)Nc2sc3c(c2C(=O)OCC)CCCC3)no1	1	1.2	-8	0.5	-5	0.9	0.9	3	1.1	-6
S=c1[nH]nc(-c2ccc(Cl)cc2)n1CC1CCCO1 (stereo not drawn)	1.1	0.95	24	1	-9	1	1.1	14	1	-2
COc1ccc(N=Cc2ccc(-c3ccccc3)o2)cc1	1	1.4	-8	1	-4	0.9	0.6	13	0.8	18
O=C(Cn1c2[n+](c3ccc(C(F)(F)F)cc31)CCCCC2)Nc1c(F)cccc1F	1	0.97	-6	0.9	0	1	1.1	-8	1.1	-7
COc1ccc(/C=C/C(=O)NC(=S)NCC2CCCO2)cc1 (stereo not drawn)	1	1.6	8	1.2	-3	1	1	13	1	0
COc1ccc(-c2cnc(SCC(=O)Nc3cc(C)on3)n2Cc2ccco2)cc1	1.1	0.93	-13	0.8	-9	0.9	1	4	1	-2
COC(=O)c1ccc(CN2CCN(CCc3ccccc3)C(CCO)C2)cc1 (stereo not drawn)	1	1.1	-8	0.9	-3	1	1	12	1.1	-5
COc1cccc(C2CC(c3cccs3)=NN2C(=O)CSC2=NN3CCCC(=O)N=C3S2)c1OC (stereo not drawn)	1	0.36	4	1	-3	1	0.9	-6	1.1	-9
CC1CCCC(NC(=O)COC(=O)CCc2ccccc2)C1C (stereo not drawn)	1	1	2	1.1	-3	1	1	4	1.1	-6
SMILES	TNAP act hi DEA	NF-kB neuron act	TNAP inh noacc	bIAP act	TNAP inh hi DEA	PMI activator	PMI act satM6P	APP 5'UTR act	FLuc act counter	FLuc inhib CS
Cc1cccc2c(=O)c(C(=O)NCCCN3CCOCC3)c[nH]c12	1.1	1.3	-13	0.9	-6	1	1	7	1.1	-9
O=C(O)CNC(=O)c1ccc(N2CCOCC2)cc1[N+](=O)[O-]	1	1.2	-7	0.9	-2	1	0.9	7	1	-4
CCCCCCCNC1=CC(=O)CC(c2ccccc2)C1 (stereo not drawn)	1.1	1.1	-25	0.9	-6	0.9	1	11	1	-4
COc1ccccc1-c1c(C)nn2c(N3CCC(C(N)=O)CC3)cc(C)nc12	1	1.1	-14	0.9	-1	1	0.9	-13	1.1	-5
CC1CC(C)CN(C(=O)CSc2nnc(CSc3ncccn3)n2C)C1 (stereo not drawn)	1	0.98	-13	1	-4	1	1.1	12	1.1	-8
Cc1ccc(S(=O)(=O)NC(=O)Nc2nnc(C)s2)cc1	1	1.1	-7	0.9	-2	1	0.9	11	1	-2
O=C(Nc1ccc2[nH]c(=O)[nH]c2c1)c1c(F)c(F)c(F)c(F)c1F	1.1	0.85	2	1	-6	1.1	1.1	-11	1	1
CNC(=O)COC(=O)c1cc(NC(=O)c2ccco2)c(OC)c(OC)c1	0.9	0.86	-4	1	12	0.9	0.9	6	1	0
COc1ccc(C2C3=C(CC(C)(C)CC3=O)Nc3cc4c(cc32)OCO4)cc1 (stereo not drawn)	1.1	1	-11	1.1	-5	0.9	1	5	1.1	-6
Cc1csc(NC(=O)c2nn(C)c(C)c2[N+](=O)[O-])n1	1	0.98	0	0.9	1	1	1	9	1	0
Cc1oc(-c2ccccc2Cl)nc1CN(C)C(C)c1ccon1 (stereo not drawn)	1.1	1.2	3	1	-7	/	/	-9	1	2
O=C(/C=C/c1cccs1)Nc1ccc([N+](=O)[O-])cc1	0.9	1	-4	0.8	9	1	1	26	1	-2
CCOC(=O)C1CCN(S(=O)(=O)c2cccc3nonc23)CC1	1	0.68	-11	0.9	-3	0.9	0.9	7	1	-5
COC(=O)c1cc(O)c(O)c(O)c1	1	0.85	5	0.9	0	0.7	0.9	-6	1	-4
CCCC(c1nnnn1CS(=O)(=O)c1ccc(C)cc1)N1CCN(c2ccccc2)CC1 (stereo not drawn)	1	1	-12	0.9	-5	0.8	0.9	8	1.1	-6
Cc1cc(=O)oc(C)c1C(=O)OCC(=O)c1ccc(Cl)c(Cl)c1	1	1	-11	0.9	-1	0.9	1	-18	1	0
COC(=O)C(C)Sc1nnc(Cc2cc(=O)[nH]c(=O)[nH]2)n1-c1ccc(Cl)cc1 (stereo not drawn)	1	1.1	-19	1	-5	1	1	15	1.1	-6
CCOC(=O)c1[nH]c2ccc(Cl)cc2c1NC(=O)/C=C/c1ccc2c(c1)OCO2	1	1.1	-2	0.9	-2	0.9	1	17	1.1	-6
COc1ccc(NC(=O)CC2(Cc3ccccc3)CCOC(C)(C)C2)cc1 (stereo not drawn)	1	0.97	-10	1.1	-2	0.9	1.1	0	1.1	-8
CCOC(=O)c1cc(NC(=O)N(CC)C2CCCCC2)c(C)nc1C	1	0.95	-9	1.1	-4	0.8	0.8	0	1	-3
COc1ccc(CCNC(=O)CSc2nnc(-c3ccccc3)c3ccccc23)cc1OC	1	0.85	-10	1.3	2	1	0.9	-16	1	-4
CN(C)C(=O)COc1ccc2cc(-c3ccccc3)c(=O)oc2c1	1	1.9	-14	1	-1	1	1	-6	0.8	22
CCCC1OC23CCCCC2C(C#N)(C#N)C1(C#N)C(=N)O3 (stereo not drawn)	1	1.2	2	1.1	0	0.9	0.6	0	1.1	-7
COc1ccc(-c2n[nH]c(C)c2-c2ccc(Cl)cc2)c(O)c1OC	1.1	0.82	-30	0.9	-8	0.9	1	-9	1.1	-12
COc1ccc(SN=C2C(C)=CC(=O)C=C2C)cc1	0.8	1.5	10	0.9	18	0.9	0.8	-19	1	2
SMILES	TNAP act hi DEA	NF-kB neuron act	TNAP inh noacc	bIAP act	TNAP inh hi DEA	PMI activator	PMI act satM6P	APP 5'UTR act	FLuc act counter	FLuc inhib CS
COc1cccc(/C(O)=C2/C(=O)C(=O)N(CCN3CCOCC3)C2c2cccnc2)c1 (stereo not drawn)	1	1.3	-9	1	-1	1.4	1.6	-12	1	-1
COc1cc(/C=C2/C(=O)c3cccc([N+](=O)[O-])c3C2=O)c(Br)cc1O	0.6	0.93	66*	0.9	35	0.9	0.6	-7	0.4	64*
C[C@@H]1CN(Cc2nc(-c3cccs3)no2)C[C@H](C)O1	1.1	1.6	-7	1.1	-5	1.1	1.1	-6	1	-3
Cc1cc(NC(=O)CCCS(=O)(=O)c2nc(-c3cccs3)cc(C(F)(F)F)n2)no1	1.1	0.66	-13	0.9	-8	1	1	-23	1	-2
CC(=O)Nc1cccc(-c2csc(Nc3ccccn3)n2)c1	1	5.4*	-8	1	-3	1	1	184*	0.7	31
CCCC/C(O)=C1\C(=O)CC(C)(C)CC1=Nc1ccc(N)cc1	1	1.1	-9	0.9	-4	1	1	-9	1.1	-6
Cc1noc(C(=O)N2CC3(C)CC2CC(C)(C)C3)c1Cl (stereo not drawn)	1	1	-3	1	-3	1	1	/	1.1	-7
CC(C)(C)NC(=O)c1nc2ccccc2s1	1.1	1.3	-5	0.9	-10	1.1	1.2	19	1.1	-5
O=C(NC1CC2CCCC(C1)N2C(=S)NCCc1ccccc1)C1CC1 (stereo not drawn)	1	1	-6	1	-5	0.9	0.9	13	1	-3
Cc1ccc(-c2ccc(=O)n(CC(=O)NCCCN3CCCCC3C)n2)cc1 (stereo not drawn)	1	1	-10	1	-3	0.9	0.9	4	1.1	-7
COc1ccccc1NC(=O)Cn1cc(C#N)c2ccccc21	1.1	1.1	-15	1	-10	1	1	16	1.1	-8
CC1=C(C(=O)N2CCOCC2)C(c2cc(C)ccc2C)NC(=S)N1 (stereo not drawn)	1	0.97	10	1	-1	1.1	1	-8	1.1	-7
CCN(CC)S(=O)(=O)c1ccc(N2CCN(c3cccc(OC)c3)CC2)c([N+](=O)[O-])c1	1	0.69	-8	0.9	2	0.9	0.9	19	1	-3

Looked up by compound from above, six records:
SMILES	TNAP act hi DEA	NF-kB neuron act	TNAP inh noacc	bIAP act	TNAP inh hi DEA	PMI activator	PMI act satM6P	APP 5'UTR act	FLuc act counter	FLuc inhib CS
Cc1cc(NC(=O)CCCS(=O)(=O)c2nc(-c3cccs3)cc(C(F)(F)F)n2)no1	1.1	0.66	-13	0.9	-8	1	1	-23	1	-2
C[C@@H]1CN(Cc2nc(-c3cccs3)no2)C[C@H](C)O1	1.1	1.6	-7	1.1	-5	1.1	1.1	-6	1	-3
CC1=C(C(=O)N2CCOCC2)C(c2cc(C)ccc2C)NC(=S)N1 (stereo not drawn)	1	0.97	10	1	-1	1.1	1	-8	1.1	-7
Cc1noc(C(=O)N2CC3(C)CC2CC(C)(C)C3)c1Cl (stereo not drawn)	1	1	-3	1	-3	1	1	/	1.1	-7
COc1cc(/C=C2/C(=O)c3cccc([N+](=O)[O-])c3C2=O)c(Br)cc1O	0.6	0.93	66*	0.9	35	0.9	0.6	-7	0.4	64*
CC(=O)Nc1cccc(-c2csc(Nc3ccccn3)n2)c1	1	5.4*	-8	1	-3	1	1	184*	0.7	31

Bioassay records: PubChem BioAssay, several laboratories
